Bioassay records deposited in PubChem by National Center for Advancing Translational Sciences (NCATS).
Pf Dd2 inh – inhibitors of Plasmodium falciparum Dd2 growth; actives 4.3% (n = 120,000); Potency, µM (doses to about 28.9 µM), without a hit: at the highest dose activity, negative = inhibition, most hits filed as inhibitors; P. falciparum Dd2 growth, SYBR Green, 72 h; AID 1347417; active = well fitted inhibition curve with a large enough effect; inconclusive = small, poorly fitted or top-dose-only effect; inactive = no such curve, though single readings can be large or run the other way;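 note: plate controls were DMSO vehicle for no effect and reference drug for full effect; nearly all actives have a fitted effect of over 65% in size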
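Infected erythrocytes (Dd2, 0.3% parasitemia, 2.5% hematocrit final) are added to compound in RPMI-1640/Albumax II medium, grown 72 h at 37C in low oxygen, then lysed with saponin/Triton-X containing SYBR Green and read by fluorescence.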
Active calls of the source: *; i = inactive; u = inconclusive; [ ] = another dose, or the depositor's remark. Potency is the fitted concentration of half-maximal effect.

SMILES	Pf Dd2 inh
NC(=O)C1CCN(C(=O)C2c3ccccc3C(=O)N(c3ccccc3)C23CCCCC3)CC1 (stereo not given)	-3.5%
CCN(Cc1nccn1C)C(=O)c1ccc(N2CCSCC2)nc1	-19.7%
CC1CCN(C(=O)c2ccc(NC(=O)c3nsc4ccccc34)cc2)CC1	u
COC[C@H]1NC(=O)CC[C@H]1C(=O)N1CCN(Cc2ccccc2)CC1	9.4%
COCCC1(C(=O)O)CCCCC(=O)N1 (stereo not given)	31.8%
Cc1cnc(C2CC2)n1CC1CCN(C(=O)Cc2ccccc2)CC1	u
Cc1ccc(C2Cn3nnc(-c4noc(-c5ccccn5)n4)c3CO2)cc1 (stereo not given)	u
Cc1ccc(N2C(=O)CS(=O)(=O)C23C(=O)N(Cc2cccc(F)c2)c2ccccc23)cc1Cl (stereo not given)	u

Compounds from the list above containing sulfur, in the order listed:
SMILES	Pf Dd2 inh
CCN(Cc1nccn1C)C(=O)c1ccc(N2CCSCC2)nc1	-19.7%
CC1CCN(C(=O)c2ccc(NC(=O)c3nsc4ccccc34)cc2)CC1	u
Cc1ccc(N2C(=O)CS(=O)(=O)C23C(=O)N(Cc2cccc(F)c2)c2ccccc23)cc1Cl (stereo not given)	u

(continued)
SMILES	Pf Dd2 inh
O=C(CSc1nc2ccccc2n1Cc1ccc(F)c(Cl)c1)N1CCN(c2ccc(F)cc2)CC1	u
CCNC(=O)O[C@@H]1CO[C@H]2[C@@H]1OC[C@@H]2NC(=O)Nc1ccc(C(C)C)cc1	i
Cc1ccccc1NC(=O)CC1NCCNC1=O (stereo not given)	10.6%
Cc1ccc(CNC(=O)C2CCc3nc(N4CCN(C(=O)C(C)C)CC4)sc3C2)o1 (stereo not given)	7.94µM*
O=C(CCC[C@@H]1[C@H]2CCCN3CCC[C@@H](CN1C(=O)c1cc(F)ccc1F)[C@@H]23)Nc1ccccc1	u
CN1C[C@H](O)C[C@H]1c1nnc2n1CCN(Cc1ccccc1)C2	23.7%
CC(C)N1C[C@H](O)C[C@H]1c1nnc2n1CCN(C(=O)c1ccncc1)CC2	14.7%
CC(=O)c1ccc(NC(=O)N[C@H]2CO[C@H]3[C@@H]2OC[C@@H]3n2nnnc2Oc2ccc(-n3ccnc3)cc2)cc1	-0.6%
COC(=O)c1cc2sc(C)cc2n1CC(=O)Nc1cccc(SC)c1	2.9%
Cc1cc(C)n2nc(CNS(=O)(=O)c3ccc(C)c(C)c3)nc2n1	-9.0%
CCOc1ccc(-n2c(=O)c3c4c(sc3n(CC(=O)NCCCOC)c2=O)CCCCC4)cc1	49.9%[activator]
COCCN1C(=O)c2ccccc2C(C(=O)Nc2ccc(C)cc2Cl)C12CCCC2 (stereo not given)	i
CN(C)C[C@@H]1CN(S(C)(=O)=O)C[C@H]1NC(=O)c1ccc(C#N)cc1	i
O=C1CCN(C2CCOCC2)CCOCCN1	-19.5%
COCCN(C)C(=O)c1cn(C2CNC2)nn1	11.4%
CCc1ccc(NC(=O)C(CC)n2c(=O)c(-c3ccccc3NC(C)=O)nc3ccccc32)cc1 (stereo not given)	u
O=C(c1cc2n(n1)CC(c1ccc(Cl)cc1)OC2)N1CCN(c2ccccn2)CC1 (stereo not given)	i
O=C(CN1CCOCC1)N1C[C@@H](COCC2CC2)[C@H](c2ccncc2)C1	9.3%
O=C(NCc1ccccc1)c1cccc(Nc2nc3ccccc3n3nnnc23)c1	i
COCCNC(=O)CSc1nc(-c2ccc(C)cc2)nc2c1c(=O)n(C)c(=O)n2C	29.5%
O=C(Cn1nc(-c2ccccc2)ccc1=O)NCc1ccc(F)cc1Cl	7.6%
Cc1ccc(S(=O)(=O)Nc2cc(Cl)c3oc4c(c3c2)CCCC4)cc1	-14.3%
O=C1CN(Cc2cccc(-c3ccsc3)c2)CCN1c1cc(Cl)ncn1	-17.8%
Cc1cc(C)c(CNC(=O)c2nc(-c3cnn(C)c3)cc3c2ccn3C)c(=O)[nH]1	i
COc1ccc(-n2c(=O)c3ccc(C(=O)NCc4ccc(C)cc4)cc3n(Cc3ccc(F)cc3Cl)c2=O)cc1	u
CCOC(=O)c1cccc(NC(=O)c2cnc(N3CCCCC3)c3ccccc23)c1	-23.7%
Cn1c(CCNC(=O)CN2CC3CC(C2)[C@H]2CCCC(=O)N2C3)nc2ccccc21 (stereo not given in full)	-30.2%
O=C1CC(c2ccccc2)N(C(=O)CC2CCCC2)CCCCCCN1 (stereo not given)	u
COc1ccc(-c2nc3ccccc3o2)cc1NC(=O)c1cc([N+](=O)[O-])ccc1N1CCOCC1	-0.4%
COc1ccc(C(=O)N2CCC(C(=O)Nc3ccccc3Cl)CC2)cc1	7.1%
O=C(CCCn1c(=O)c2cccn2c2cccnc21)Nc1ccccc1C(F)(F)F	24.4%
Cc1ccc(C)c(NS(=O)(=O)c2ccc3c(c2)n(C)c(=O)n3C)c1	14.8%

Continued; it opens with the seven that closed the last part.
SMILES	Pf Dd2 inh
CCOC(=O)c1cccc(NC(=O)c2cnc(N3CCCCC3)c3ccccc23)c1	-23.7%
Cn1c(CCNC(=O)CN2CC3CC(C2)[C@H]2CCCC(=O)N2C3)nc2ccccc21 (stereo not given in full)	-30.2%
O=C1CC(c2ccccc2)N(C(=O)CC2CCCC2)CCCCCCN1 (stereo not given)	u
COc1ccc(-c2nc3ccccc3o2)cc1NC(=O)c1cc([N+](=O)[O-])ccc1N1CCOCC1	-0.4%
COc1ccc(C(=O)N2CCC(C(=O)Nc3ccccc3Cl)CC2)cc1	7.1%
O=C(CCCn1c(=O)c2cccn2c2cccnc21)Nc1ccccc1C(F)(F)F	24.4%
Cc1ccc(C)c(NS(=O)(=O)c2ccc3c(c2)n(C)c(=O)n3C)c1	14.8%
CCOC(=O)N1CCc2c(sc3c2C(=O)NC(c2cc(OC)c(OC)c(OC)c2)N3)C1 (stereo not given)	u
CN1C[C@@H](NC(=O)Nc2ccccc2)C[C@H]1c1nc(-c2ccc(Cl)cc2)no1	-14.9%[44.1 µM]
Cc1cccc(NC(=O)CSc2nc(=O)n(Cc3ccccn3)c3c2CCC3)c1C	18.7%
Cc1noc(-c2cccn3c(CNC(=O)c4ccc(F)c(F)c4)nnc23)n1	u
O=C(Cc1c(F)cccc1Cl)N1CCN(Cc2ccccc2)CC(O)C1 (stereo not given)	-16.0%
O=C(Nc1ccc(Br)cc1F)c1ncoc1-c1ccco1	i
Cc1ccc(C(=O)N2CCc3[nH]nc(C(=O)N(C)C)c3C2)cc1F	-15.0%
CCC(=O)N1c2ccccc2CC1C(=O)NCCN1CCN(c2cc(Cl)ccc2C)CC1 (stereo not given)	-26.9%
CCN(CC)CCNC(=O)C1CCN(S(=O)(=O)c2c(C)noc2/C=C/c2ccccc2F)CC1	u
CCOc1ccccc1NC(=O)c1cc2c(Cl)nc3ccccc3c2s1	28.0%
COc1ccccc1CNC(=O)c1ccc(CS(=O)(=O)c2c(Cl)cccc2Cl)o1	7.5%
COc1ccc(N2CCN(C(=O)c3cc4ccc5cccnc5c4[nH]3)CC2)cc1	38.5%[activator]
COc1ccc(-c2cc(C[C@@H]3CC[C@H](O)[C@@H](CNCc4cccc(OC)c4)O3)no2)cc1	u
Fc1ccc(-c2cc(-c3cn[nH]c3)c3cncn3c2)cc1	u
Cc1cccc(Cn2c(CNS(=O)(=O)c3ccc4c(c3)CCCC4)nc3cccnc32)c1	-9.3%
COc1ccc(Nc2nc(-c3ccc(C)cc3)nc3ccccc23)c(OC)c1	i
Cc1ccc(NC(=O)Cn2ccn3nc(-c4ccccc4)c(CO)c3c2=O)cc1	i
COc1ccc(-n2nc(C3CCN(C(=O)C4CC4)CC3)[nH]c2=O)cc1	i
CN1CCC(Oc2ccc(C(=O)N3CCOCC3)cn2)CC1	6.9%
Cc1nnc(CN(C)Cc2ccccc2OCC(O)CN2CCSCC2)o1 (stereo not given)	-21.9%
COc1ccccc1OCC(=O)c1ccc2c(c1)N(CCCC(=O)N1CCC(C)CC1)C(=O)CO2	i
CCOC(=O)c1c(-c2ccc(Br)cc2)csc1NC(=O)c1ccc(F)cc1	27.9%
O=C(Cc1cccc(F)c1)N1CCC2(CC1)NCCc1c2[nH]c2ccccc12	u
COc1cc(-c2nc(C(N)=O)c3c(n2)n(-c2cccc(C)c2)c(=O)n3C)cc(OC)c1OC	-5.6%
CCN1C(=O)c2ccccc2S(=O)c2ccc(C(=O)NCc3ccc(OC)cc3)cc21 (stereo not given)	62.7%[activator]
Cn1nccc1OCc1cn2c(=O)n(C)cc(-c3cccc(OC(F)(F)F)c3)c2n1	-13.3%[44.1 µM]
CC(C)CCNC(=O)N(C)CC1CCOCC1	u
COc1cccc(-c2noc(CC3CCN(C(=O)c4ccc(OC)c(OC)c4)CC3)n2)c1	u
COc1ccccc1CNC(=O)CCCCn1c(=O)c2ccccc2n(Cc2ccccc2F)c1=O	i
CC(=O)N1CCC(Oc2ccc(Cl)cc2C(=O)N(C)CCN2CCOCC2)CC1	-11.5%
CCn1nc(C)c(-c2cc(C(=O)NCCc3noc(COC)n3)no2)c1C	-4.8%
COc1ccc(-c2cn(C)c(=O)n3cc(CN4CC[S+](=O)([O-])CC4)nc23)cn1	-0.6%[44.1 µM]

Continuation:
SMILES	Pf Dd2 inh
CC(C)NC(=O)c1c(-c2ccc(F)cc2)noc1[C@H](C)O	-8.4%[44.1 µM]
CN(Cc1ccccc1)c1ncccc1CNc1ccc(C#N)cn1	-16.0%
O=C(CC1CCCC1)N1CCCCCC1CN1CCOCC1 (stereo not given)	i
Cc1ccc(CNC(=O)CSc2cc(C)[nH]c(=O)n2)cc1	7.5%
COc1ccccc1CCC(=O)N1CCC(c2n[nH]c(=O)n2Cc2ccc(F)cc2)CC1	u
O=C(c1ccc(Cl)cc1)N1CCC(n2cc(-c3ccccc3)[nH]c2=O)CC1	91.0%[activator]
CCOc1ccc(-c2nc(C3CC(=O)N(c4ccc(F)cc4)C3)no2)cc1OCC (stereo not given)	-5.0%
O=C(NC1CCCC1)c1ccc2c(c1)N(Cc1ccc(C(F)(F)F)cc1)C(=O)c1ccccc1S2	12.6µM*
O=C(NC1CCCN(c2cc(-c3ccccc3)[nH]n2)C1)c1ccccc1C(F)(F)F (stereo not given)	-7.9%
COc1ccc(F)cc1-c1ccccc1C=O	16.2%[44.1 µM]
Cc1ccc(NC(=O)NCCc2c(C)nn(C)c2C)c(Cl)c1	33.9%[activator]
CN[C@H](C(=O)N[C@@H]1C=C(C(=O)N[C@H]2CCCNC2=O)C[C@@H](O)[C@@H]1O)C(C)C	17.1%[44.1 µM]
O=C(c1ccc(SCCO)cc1)N1CCCC(CO)(CC2CC2)C1 (stereo not given)	0.8%
Cc1cccc(NC(c2nnc(-c3ccccc3)o2)c2ccc(F)cc2Cl)c1C (stereo not given)	u
COc1cc(=O)n2c(c1C(=O)Nc1cccc(C(F)(F)F)c1)CCCC2	50.2%[activator]
CC(NC(=O)c1ccc(N2CC(=O)NC2=O)cc1)c1cn2ncsc2n1 (stereo not given)	u
O=C(CN1C(=O)COc2ccc(S(=O)(=O)N3CCCC3)cc21)N1CCN(c2ccc(Cl)cc2)CC1	-20.6%
O=C(c1ccccn1)N1C[C@@H]2C[C@H](C1)c1ccc(NS(=O)(=O)Cc3ccccc3)c(=O)n1C2	-12.7%
Cc1ccc(-c2ccc3nnc(CNC(=O)C4CC4)n3n2)cc1	-8.9%
CNC(=O)N1CCC(C2CCN(C(=O)CC3CCCCC3)C2)CC1 (stereo not given)	u
CN(CCO)CC1(O)CCCN(Cc2cccc(F)c2F)C1=O (stereo not given)	i
O=C(NCC1(COc2ccc(C(F)(F)F)cn2)C[C@@H](O)[C@@H](O)C1)c1ccno1 (stereo not given in full)	6.0%
CCOc1ccc(NC(=O)c2c(NC(=O)Cc3ccccc3)sc3c2CCCCC3)cc1	u
COc1cccc(CNC(=O)c2cc(S(=O)(=O)N3CCCCC3)cn2C)c1	5.8%
Cc1ccc(CNC(=O)Cn2c(=O)n(Cc3ccccc3)c(=O)c3c2c2cc(C)ccc2n3C)cc1	11.3%
O=C1NCCCCCCN(Cc2ccncc2)[C@@H]2CN(Cc3ccc(O)cc3)CC[C@H]12	u
CC(C)Oc1ccc(CNC(=O)c2cccc(NC(=O)N3CCSc4ncccc43)c2)cc1	i
COc1cccc(NC(=O)c2nn(-c3ccc(C)cc3)c(=O)n(C)c2=O)c1	-3.5%
CCOC(=O)c1cc2c(=O)n3ccccc3nc2n(CC2CCCO2)c1=NC(=O)c1ccc(F)cc1 (stereo not given)	i
COc1cc(Cl)ccc1C(=O)N1CCC(Cc2nc(C(C)C)no2)CC1	22.0%
COc1ccc(CC(=O)N[C@@H]2CN(c3ccncn3)C[C@H]2CN(C)C)cc1OC	30.2%
COCCn1ncc(N2CCC(C(=O)Nc3ccc(F)cc3F)C2)cc1=O (stereo not given)	i
COc1cccc(OCCSc2nc(C)c(Cc3ccccc3)c(=O)[nH]2)c1	27.0%
COCC1CN(C(C)=O)CC12CCN(S(=O)(=O)c1ccc(C#N)cc1)CC2 (stereo not given)	i
CCc1cccc(CC)c1N(COC)C(=O)Cn1c(C)nc2ccccc21	u
CSCC(=O)N[C@H]1CCN2C(=O)c3cc(-c4ccc5c(c4)OCO5)ccc3NC(=O)[C@H]12	-20.7%
CCOc1ccc(OCC)c(NC(=O)C(NS(=O)(=O)c2ccc(Br)s2)c2ccccc2)c1 (stereo not given)	-23.0%
CC(C)(C)c1ccc(C(=O)N2CCCCC2CCN2CCCCC2)cc1 (stereo not given)	u
Cc1ccc(OCC(=O)NCC2CCN(c3cnn(C)c(=O)c3)C2)cc1 (stereo not given)	-29.0%
COc1ccc(CCNC(=O)C(=O)NCC(c2ccco2)S(=O)(=O)c2ccccc2)cc1 (stereo not given)	i
COc1ccc(NC(=O)N2CCC(O)(c3csc(CN4CCN(C)CC4)n3)CC2)cc1	9.9%

The list is partial, so the mix of outcomes need not match the whole.
